GPR151 activ: human GPR151 activation. activation, % at 11.2 µM. hit rate 1% among 650,000. AID 1508602. PathHunter beta-arrestin GPR151 cells, luminescence; in the data active = activation above about 4.9%;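 also: 0% = median of compound wells and 100% = cells with positive control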
MITF inh: human MITF inhibition, primary screen. inhibition, % at 2.6 µM. AlphaScreen MITF homodimerization, bead proximity signal. O75030. hit rate 0.91% among 650,000; in the data active = inhibition above about 50%;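 also: 0% = vehicle wells with protein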
FBW7 activator: human FBW7 E3 ligase activation, primary screen. Q969H0. AlphaScreen FBW7–phospho-cyclin E peptide binding, activator screen. normalized activity (activation), % at 26.1 µM. hit rate 0.13% among 650,000. AID 1259310; in the data active = normalized activity above about 1.9%;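 also: purified mutant Fbw7 with reduced substrate affinity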
Target sequence (Q969H0 whole entry, looked up): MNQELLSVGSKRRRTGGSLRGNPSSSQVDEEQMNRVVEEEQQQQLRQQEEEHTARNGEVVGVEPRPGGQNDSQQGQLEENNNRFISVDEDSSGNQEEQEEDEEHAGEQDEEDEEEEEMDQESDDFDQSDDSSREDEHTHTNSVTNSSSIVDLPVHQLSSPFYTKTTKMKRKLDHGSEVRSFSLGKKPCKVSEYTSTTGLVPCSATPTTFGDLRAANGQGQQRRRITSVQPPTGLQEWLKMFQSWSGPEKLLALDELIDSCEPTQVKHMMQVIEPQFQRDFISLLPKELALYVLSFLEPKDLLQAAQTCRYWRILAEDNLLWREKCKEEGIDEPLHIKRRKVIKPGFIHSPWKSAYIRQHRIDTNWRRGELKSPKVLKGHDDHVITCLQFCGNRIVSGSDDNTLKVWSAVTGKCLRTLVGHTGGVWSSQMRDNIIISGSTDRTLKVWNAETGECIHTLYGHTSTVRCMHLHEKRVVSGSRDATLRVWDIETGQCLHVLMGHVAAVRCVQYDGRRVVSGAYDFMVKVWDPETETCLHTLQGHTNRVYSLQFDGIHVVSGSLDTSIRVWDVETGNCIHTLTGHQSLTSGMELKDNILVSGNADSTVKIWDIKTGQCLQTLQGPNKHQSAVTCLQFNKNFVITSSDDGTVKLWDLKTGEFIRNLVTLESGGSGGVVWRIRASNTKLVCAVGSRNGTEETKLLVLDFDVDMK
TEAD-YAP block: TEAD-YAP interaction inhibition; HEK-TIYL cells, TEAD-Gal4/YAP UAS-luciferase luminescence; inhibition, % at 9.12 µM; hit rate 1.4% among 640,000; AID 1259422; in the data active = inhibition above about 32%;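 also: 0% = median of test compound wells and 100% = reference inhibitor wells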
* = called active by the depositor.

How did CCCCN(C)S(=O)(=O)c1ccc(C(=O)Nc2sc3c(c2C(=O)N2CCOCC2)CCN(C(=O)OCC)C3)cc1 do in these assays?
GPR151 activ: -0.7; MITF inh: 10; FBW7 activator: 0.2; TEAD-YAP block: 6

Results for COc1ccccc1C1=NC(C(F)(F)F)(C(F)(F)F)N=C(N2CCCCC2)O1 ?
GPR151 activ: -1.0; MITF inh: -1; FBW7 activator: 0.2; TEAD-YAP block: 5

How did Cc1cc(NC(=O)c2cccc(C)c2[N+](=O)[O-])no1 do in these assays?
GPR151 activ: -0.1; MITF inh: 5; FBW7 activator: -0.1; TEAD-YAP block: -2

What do the screens show for `Clc1ccc(CN2CCN(C3CCCCC3)CC2)cc1`?
GPR151 activ: -0.4; MITF inh: 67*; FBW7 activator: -0.2; TEAD-YAP block: -9

How did O=C(Nc1ccc2nn(-c3cccc(Cl)c3)nc2c1)c1ccc([N+](=O)[O-])cc1 do in these assays?
GPR151 activ: 0.7; MITF inh: 1; FBW7 activator: -0.2; TEAD-YAP block: -10

What do the screens show for `Cc1ccc(/C=N/NC(=O)c2ccc(Cl)cc2O)o1`?
GPR151 activ: -0.6; MITF inh: 0; FBW7 activator: -0.1; TEAD-YAP block: -21

How did Cc1cc(NC(=O)c2ccc(C)c([N+](=O)[O-])c2)no1 do in these assays?
GPR151 activ: 0.1; MITF inh: 18; FBW7 activator: 0.5; TEAD-YAP block: -15

What do the screens show for `Cc1ccc(OCC(=O)Nc2ccc(C)c(C)c2)cc1`?
GPR151 activ: -1.3; MITF inh: 12; FBW7 activator: 0.6; TEAD-YAP block: -7

How did NC(=O)C1CCN(c2ccc3cccc(OCc4cccc(Cl)c4)c3n2)CC1 do in these assays?
GPR151 activ: -0.9; MITF inh: 13; FBW7 activator: 0.0; TEAD-YAP block: 8

Results for Cc1cc(-c2cnc(N3CCCC3)nc2C2CCCN(C(=O)c3ccco3)C2)on1 (configuration not stated) ?
GPR151 activ: -0.2; MITF inh: 0; FBW7 activator: -0.1; TEAD-YAP block: 51*

What do the screens show for `O=C(Nc1ccc2oc(-c3cccc(I)c3)nc2c1)c1cc(Br)ccc1Cl`?
GPR151 activ: -0.5; MITF inh: 0; FBW7 activator: -0.1; TEAD-YAP block: 0

What do the screens show for `CCOc1ccccc1/C=C1N=C(/C=C/c2ccccc2)OC/1=O`?
GPR151 activ: -0.8; MITF inh: 5; FBW7 activator: 0.4; TEAD-YAP block: 2

How did CCOC(=O)C1=C(C)NC(C)=C(C(=O)OCC)C1c1ccc(O)c(O)c1 do in these assays?
GPR151 activ: 1.9; MITF inh: 23; FBW7 activator: -0.2; TEAD-YAP block: 13

How did CCOC(=O)N1CCc2c(sc(NCc3cc(OC)c(OC)cc3OC)c2C(=O)Nc2cc(OC)ccc2OC)C1 do in these assays?
GPR151 activ: -0.2; MITF inh: -3; FBW7 activator: -0.2; TEAD-YAP block: 4

How did COc1cc(CNCCO)ccc1OCC(=O)Nc1ccc(Br)cc1 do in these assays?
GPR151 activ: 0.2; MITF inh: -1; FBW7 activator: -0.3; TEAD-YAP block: -17

How did Cc1cccc(-n2nnc(C(=O)NC(C)C)c2N)c1 do in these assays?
GPR151 activ: -0.2; MITF inh: 2; FBW7 activator: 0.1; TEAD-YAP block: 1

What do the screens show for `O=C(Nc1cccc(C(F)(F)F)c1)Nc1ccc2[nH]c(=O)[nH]c2c1`?
GPR151 activ: 3.0; MITF inh: 2; FBW7 activator: 0.0; TEAD-YAP block: 0

What do the screens show for `CC1(C)CC2CC(C)(CN2S(=O)(=O)c2ccc(F)cc2F)C1` (configuration not stated)?
GPR151 activ: -1.2; MITF inh: 18; FBW7 activator: -0.1; TEAD-YAP block: 5

Results for CC(=O)c1ccc(NC(=O)COc2ccc(Cl)c(C)c2)cc1 ?
GPR151 activ: -0.8; MITF inh: 1; FBW7 activator: 0.0; TEAD-YAP block: -13

Results for CCCCCC(=O)Oc1ccc(C)cc1-n1nc2ccccc2n1 ?
GPR151 activ: -1.9; MITF inh: -8; FBW7 activator: -0.1; TEAD-YAP block: -51

What do the screens show for `COc1ccc(C2Oc3nc(SC)nnc3-c3ccccc3N2C(C)=O)cc1OC` (configuration not stated)?
GPR151 activ: 0.3; MITF inh: 9; FBW7 activator: 0.0; TEAD-YAP block: 2

What do the screens show for `FC(F)(F)c1cccc(CNc2nc(Nc3cccnc3)nc3c2ncn3-c2ccccc2)c1`?
GPR151 activ: -0.6; MITF inh: 18; FBW7 activator: 0.2; TEAD-YAP block: 46*

How did O=[N+]([O-])c1cc(Br)c(O)c(/C=N/Nc2nc3ccccc3[nH]2)c1 do in these assays?
GPR151 activ: -0.6; MITF inh: -8; FBW7 activator: -0.1; TEAD-YAP block: -10

How did COc1nc(-c2ccccc2)nc(C)c1CC(=O)O do in these assays?
GPR151 activ: 0.4; MITF inh: -2; FBW7 activator: -0.2; TEAD-YAP block: 0

Continued (2 carried over from the part before).
How did O=[N+]([O-])c1cc(Br)c(O)c(/C=N/Nc2nc3ccccc3[nH]2)c1 do in these assays?
GPR151 activ: -0.6; MITF inh: -8; FBW7 activator: -0.1; TEAD-YAP block: -10

How did COc1nc(-c2ccccc2)nc(C)c1CC(=O)O do in these assays?
GPR151 activ: 0.4; MITF inh: -2; FBW7 activator: -0.2; TEAD-YAP block: 0

How did Cc1cccc(NC(=O)Cn2cnc3scc(-c4ccccc4)c3c2=O)c1 do in these assays?
GPR151 activ: -0.6; MITF inh: 25; FBW7 activator: 0.1; TEAD-YAP block: 10

How did Cc1nc2ccc(S(=O)(=O)NC(C(=O)N3CC(C)CC(C)C3)C(C)C)cc2s1 (configuration not stated) do in these assays?
GPR151 activ: -0.9; MITF inh: 5; FBW7 activator: -0.1; TEAD-YAP block: -2

Results for CCc1ccc(-c2csc(NC(=O)c3ccc([N+](=O)[O-])cc3)n2)cc1 ?
GPR151 activ: -1.3; MITF inh: 14; FBW7 activator: -0.1; TEAD-YAP block: 2

How did Cc1cccc(C)c1OCC(=O)N/N=C/c1ccc(Br)o1 do in these assays?
GPR151 activ: 0.5; MITF inh: -12; FBW7 activator: 0.1; TEAD-YAP block: 1

What do the screens show for `N#Cc1ccccc1Cn1c(-c2cscn2)nc2ccccc21`?
GPR151 activ: -1.1; MITF inh: 8; FBW7 activator: 0.1; TEAD-YAP block: 1

How did CCCCC(=O)N1CCc2cc(OC)c(OC)cc2C1COc1ccc([N+](=O)[O-])cc1 (configuration not stated) do in these assays?
GPR151 activ: -1.0; MITF inh: 2; FBW7 activator: -0.1; TEAD-YAP block: -9

Results for CSc1nnc(N2C(=O)CC(c3ccccc3F)C3=C2CC(C)(C)CC3=O)s1 (configuration not stated) ?
GPR151 activ: 0.4; MITF inh: 21; FBW7 activator: 0.1; TEAD-YAP block: -3

How did O=C(NCc1cccnc1)c1cc2sccc2nc1C(F)(F)F do in these assays?
GPR151 activ: -2.5; MITF inh: 11; FBW7 activator: 0.1; TEAD-YAP block: -10

How did COc1cc(-c2cc3nc4ccccc4n3c(N)c2C#N)cc(OC)c1OC do in these assays?
GPR151 activ: 1.2; MITF inh: -9; FBW7 activator: 0.0; TEAD-YAP block: 29

What do the screens show for `Cc1nnc(SCC(=O)Nc2ccc(NC(=O)CSc3nnc(C)s3)cc2)s1`?
GPR151 activ: 0.9; MITF inh: 5; FBW7 activator: 0.0; TEAD-YAP block: 23

Results for CC(C)=C(NC(=O)c1ccccc1)C(=O)Nc1cccc(C)c1 ?
GPR151 activ: -0.6; MITF inh: 1; FBW7 activator: 0.9; TEAD-YAP block: 3

How did COc1ccc(C(=O)/C=C(\C)Nc2ccccc2C)cc1 do in these assays?
GPR151 activ: -0.3; MITF inh: 7; FBW7 activator: -0.2; TEAD-YAP block: 9

What do the screens show for `CCCOc1ccccc1/C=N/NC(=O)c1ccc(O)cc1`?
GPR151 activ: 0.4; MITF inh: 9; FBW7 activator: 0.0; TEAD-YAP block: -11

How did COc1cc(C2C(C(=O)OC3CCCCC3)=C(C)NC3=C2C(=O)CC(c2ccc(Cl)cc2)C3)cc(Br)c1O (configuration not stated) do in these assays?
GPR151 activ: 0.1; MITF inh: 15; FBW7 activator: 1.2; TEAD-YAP block: 3

Results for Cc1ccc(CNC(=O)CCn2cccc2)cc1 ?
GPR151 activ: -1.3; MITF inh: 3; FBW7 activator: 0.0; TEAD-YAP block: -4

How did CSCC[C@H](NC(=O)c1cc([N+](=O)[O-])cc([N+](=O)[O-])c1)c1nc2ccccc2[nH]1 do in these assays?
GPR151 activ: -1.0; MITF inh: 2; FBW7 activator: -0.4; TEAD-YAP block: 3

How did O=C(NCC(O)C(=O)N1CCOCC1)c1cc(Nc2ccc3[nH]ncc3c2)ccn1 (configuration not stated) do in these assays?
GPR151 activ: -0.8; MITF inh: 0; FBW7 activator: -0.1; TEAD-YAP block: 4

What do the screens show for `O=C(CN(Cc1ccccc1)S(=O)(=O)c1ccccc1)NC1CC1`?
GPR151 activ: 0.5; MITF inh: -9; FBW7 activator: -0.2; TEAD-YAP block: -4

Results for Cc1ccc2c(c1)sc(=NC(=O)c1ccc([N+](=O)[O-])o1)n2C ?
GPR151 activ: -1.3; MITF inh: 16; FBW7 activator: 0.6; TEAD-YAP block: 1

Results for CCCc1cc(Nc2cccc(OC)c2)n2ncnc2n1 ?
GPR151 activ: -0.2; MITF inh: -2; FBW7 activator: 0.0; TEAD-YAP block: -2

How did COCc1c(C(=O)N/N=C/c2cccc(Cl)c2Cl)nnn1-c1nonc1N do in these assays?
GPR151 activ: 1.5; MITF inh: -3; FBW7 activator: 0.1; TEAD-YAP block: 7

What do the screens show for `COc1ccc(OC)c(C2c3cccn3CCN2C(=S)NC(C)(C)C)c1` (configuration not stated)?
GPR151 activ: -0.3; MITF inh: -6; FBW7 activator: 0.6; TEAD-YAP block: 9

What do the screens show for `Cc1cc(F)ccc1Nc1nc2ccccc2n2c(C)nnc12`?
GPR151 activ: -1.1; MITF inh: 4; FBW7 activator: 1.1; TEAD-YAP block: -3

What do the screens show for `CCc1sc(NC(=O)CN2C(=O)c3ccccc3C2=O)nc1-c1ccccc1`?
GPR151 activ: 2.2; MITF inh: 0; FBW7 activator: 0.1; TEAD-YAP block: 6

Filtered by structure, those above containing an aryl thioether with sulfur outside any ring (three)
What do the screens show for `COc1ccc(C2Oc3nc(SC)nnc3-c3ccccc3N2C(C)=O)cc1OC` (configuration not stated)?
GPR151 activ: 0.3; MITF inh: 9; FBW7 activator: 0.0; TEAD-YAP block: 2

Results for CSc1nnc(N2C(=O)CC(c3ccccc3F)C3=C2CC(C)(C)CC3=O)s1 (configuration not stated) ?
GPR151 activ: 0.4; MITF inh: 21; FBW7 activator: 0.1; TEAD-YAP block: -3

What do the screens show for `Cc1nnc(SCC(=O)Nc2ccc(NC(=O)CSc3nnc(C)s3)cc2)s1`?
GPR151 activ: 0.9; MITF inh: 5; FBW7 activator: 0.0; TEAD-YAP block: 23

Next section
What do the screens show for `CS(=O)(=O)c1ccc(-c2cccc3c2OC(CNC(=O)Cc2ccccc2)C3)cc1` (configuration not stated)?
GPR151 activ: 0.5; MITF inh: 12; FBW7 activator: -0.2; TEAD-YAP block: -5

What do the screens show for `COc1cccc(CCc2nnc(CCC(=O)N(C)CCC3CCOCC3)o2)c1`?
GPR151 activ: -1.2; MITF inh: 18; FBW7 activator: 0.4; TEAD-YAP block: 3

How did CCCCCCCCCCCCCCCNC(=O)C1CCCCC1 do in these assays?
GPR151 activ: -1.6; MITF inh: 7

How did Cc1ccc(C)c(N2CCN(C(=O)CCSCc3ccccc3F)CC2)c1 do in these assays?
GPR151 activ: -0.5; MITF inh: 7; FBW7 activator: 0.1; TEAD-YAP block: -8

How did CCN(CC)c1ccc2cc(-c3nnc(NCc4ccc(F)cc4)s3)c(=O)oc2c1 do in these assays?
GPR151 activ: 3.0; MITF inh: -5; FBW7 activator: -0.1; TEAD-YAP block: -13

Results for CCn1cc(C(=O)NCCCN2CCCC2=O)c(=O)c2ccc(C)nc21 ?
GPR151 activ: -0.6; MITF inh: 2; FBW7 activator: -0.1; TEAD-YAP block: -9

How did CS(=O)(=O)N(CC(=O)Nc1cccnc1)c1cc(Cl)c(Cl)cc1Cl do in these assays?
GPR151 activ: 1.0; MITF inh: 9; FBW7 activator: -0.1; TEAD-YAP block: -4

Results for CCOc1ncccc1C(=O)OCC(=O)Nc1cc(C(=O)OC)ccc1C(=O)OC ?
GPR151 activ: 0.6; MITF inh: 4; FBW7 activator: 0.1; TEAD-YAP block: -1

What do the screens show for `N#Cc1ccc(C(=O)OCC(=O)c2ccc[nH]2)cc1`?
GPR151 activ: -0.7; MITF inh: -9; FBW7 activator: 0.0; TEAD-YAP block: 1

What do the screens show for `COc1ccc(-n2c(=S)[nH]c3cc(C(=O)N4CCN(C)CC4)ccc3c2=O)cc1OC`?
GPR151 activ: 0.5; MITF inh: -17; FBW7 activator: 0.1; TEAD-YAP block: 0

Bioassay records as filed in PubChem BioAssay.
